High-throughput results: PubChem, University of Kansas High Throughput Screening Laboratory
Pf apPOL inh: Pf-apPOL inhibitors, biochemical, fluorescence. Recombinant Pf-apPOL, molecular beacon fluorescence, 1.5 h. Plasmodium falciparum apicoplast DNA polymerase (apPOL). 210,000 compounds, 0.25% hits. inhibition, % at 10 µM. AID 1794808, 2022
mHTT CaM bind: mutant huntingtin-calmodulin interaction inhibitors – biochemical, AlphaScreen, primary screen | P42858 | AlphaScreen His-mHTT/GST-CaM binding, luminescence | inhibition, % at 15 µM | 190,000 compounds, 3.6% hits;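 also: 0% = both proteins with DMSO and 100% = one protein alone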
Target sequence (P42858 whole entry, looked up, stated change not applied): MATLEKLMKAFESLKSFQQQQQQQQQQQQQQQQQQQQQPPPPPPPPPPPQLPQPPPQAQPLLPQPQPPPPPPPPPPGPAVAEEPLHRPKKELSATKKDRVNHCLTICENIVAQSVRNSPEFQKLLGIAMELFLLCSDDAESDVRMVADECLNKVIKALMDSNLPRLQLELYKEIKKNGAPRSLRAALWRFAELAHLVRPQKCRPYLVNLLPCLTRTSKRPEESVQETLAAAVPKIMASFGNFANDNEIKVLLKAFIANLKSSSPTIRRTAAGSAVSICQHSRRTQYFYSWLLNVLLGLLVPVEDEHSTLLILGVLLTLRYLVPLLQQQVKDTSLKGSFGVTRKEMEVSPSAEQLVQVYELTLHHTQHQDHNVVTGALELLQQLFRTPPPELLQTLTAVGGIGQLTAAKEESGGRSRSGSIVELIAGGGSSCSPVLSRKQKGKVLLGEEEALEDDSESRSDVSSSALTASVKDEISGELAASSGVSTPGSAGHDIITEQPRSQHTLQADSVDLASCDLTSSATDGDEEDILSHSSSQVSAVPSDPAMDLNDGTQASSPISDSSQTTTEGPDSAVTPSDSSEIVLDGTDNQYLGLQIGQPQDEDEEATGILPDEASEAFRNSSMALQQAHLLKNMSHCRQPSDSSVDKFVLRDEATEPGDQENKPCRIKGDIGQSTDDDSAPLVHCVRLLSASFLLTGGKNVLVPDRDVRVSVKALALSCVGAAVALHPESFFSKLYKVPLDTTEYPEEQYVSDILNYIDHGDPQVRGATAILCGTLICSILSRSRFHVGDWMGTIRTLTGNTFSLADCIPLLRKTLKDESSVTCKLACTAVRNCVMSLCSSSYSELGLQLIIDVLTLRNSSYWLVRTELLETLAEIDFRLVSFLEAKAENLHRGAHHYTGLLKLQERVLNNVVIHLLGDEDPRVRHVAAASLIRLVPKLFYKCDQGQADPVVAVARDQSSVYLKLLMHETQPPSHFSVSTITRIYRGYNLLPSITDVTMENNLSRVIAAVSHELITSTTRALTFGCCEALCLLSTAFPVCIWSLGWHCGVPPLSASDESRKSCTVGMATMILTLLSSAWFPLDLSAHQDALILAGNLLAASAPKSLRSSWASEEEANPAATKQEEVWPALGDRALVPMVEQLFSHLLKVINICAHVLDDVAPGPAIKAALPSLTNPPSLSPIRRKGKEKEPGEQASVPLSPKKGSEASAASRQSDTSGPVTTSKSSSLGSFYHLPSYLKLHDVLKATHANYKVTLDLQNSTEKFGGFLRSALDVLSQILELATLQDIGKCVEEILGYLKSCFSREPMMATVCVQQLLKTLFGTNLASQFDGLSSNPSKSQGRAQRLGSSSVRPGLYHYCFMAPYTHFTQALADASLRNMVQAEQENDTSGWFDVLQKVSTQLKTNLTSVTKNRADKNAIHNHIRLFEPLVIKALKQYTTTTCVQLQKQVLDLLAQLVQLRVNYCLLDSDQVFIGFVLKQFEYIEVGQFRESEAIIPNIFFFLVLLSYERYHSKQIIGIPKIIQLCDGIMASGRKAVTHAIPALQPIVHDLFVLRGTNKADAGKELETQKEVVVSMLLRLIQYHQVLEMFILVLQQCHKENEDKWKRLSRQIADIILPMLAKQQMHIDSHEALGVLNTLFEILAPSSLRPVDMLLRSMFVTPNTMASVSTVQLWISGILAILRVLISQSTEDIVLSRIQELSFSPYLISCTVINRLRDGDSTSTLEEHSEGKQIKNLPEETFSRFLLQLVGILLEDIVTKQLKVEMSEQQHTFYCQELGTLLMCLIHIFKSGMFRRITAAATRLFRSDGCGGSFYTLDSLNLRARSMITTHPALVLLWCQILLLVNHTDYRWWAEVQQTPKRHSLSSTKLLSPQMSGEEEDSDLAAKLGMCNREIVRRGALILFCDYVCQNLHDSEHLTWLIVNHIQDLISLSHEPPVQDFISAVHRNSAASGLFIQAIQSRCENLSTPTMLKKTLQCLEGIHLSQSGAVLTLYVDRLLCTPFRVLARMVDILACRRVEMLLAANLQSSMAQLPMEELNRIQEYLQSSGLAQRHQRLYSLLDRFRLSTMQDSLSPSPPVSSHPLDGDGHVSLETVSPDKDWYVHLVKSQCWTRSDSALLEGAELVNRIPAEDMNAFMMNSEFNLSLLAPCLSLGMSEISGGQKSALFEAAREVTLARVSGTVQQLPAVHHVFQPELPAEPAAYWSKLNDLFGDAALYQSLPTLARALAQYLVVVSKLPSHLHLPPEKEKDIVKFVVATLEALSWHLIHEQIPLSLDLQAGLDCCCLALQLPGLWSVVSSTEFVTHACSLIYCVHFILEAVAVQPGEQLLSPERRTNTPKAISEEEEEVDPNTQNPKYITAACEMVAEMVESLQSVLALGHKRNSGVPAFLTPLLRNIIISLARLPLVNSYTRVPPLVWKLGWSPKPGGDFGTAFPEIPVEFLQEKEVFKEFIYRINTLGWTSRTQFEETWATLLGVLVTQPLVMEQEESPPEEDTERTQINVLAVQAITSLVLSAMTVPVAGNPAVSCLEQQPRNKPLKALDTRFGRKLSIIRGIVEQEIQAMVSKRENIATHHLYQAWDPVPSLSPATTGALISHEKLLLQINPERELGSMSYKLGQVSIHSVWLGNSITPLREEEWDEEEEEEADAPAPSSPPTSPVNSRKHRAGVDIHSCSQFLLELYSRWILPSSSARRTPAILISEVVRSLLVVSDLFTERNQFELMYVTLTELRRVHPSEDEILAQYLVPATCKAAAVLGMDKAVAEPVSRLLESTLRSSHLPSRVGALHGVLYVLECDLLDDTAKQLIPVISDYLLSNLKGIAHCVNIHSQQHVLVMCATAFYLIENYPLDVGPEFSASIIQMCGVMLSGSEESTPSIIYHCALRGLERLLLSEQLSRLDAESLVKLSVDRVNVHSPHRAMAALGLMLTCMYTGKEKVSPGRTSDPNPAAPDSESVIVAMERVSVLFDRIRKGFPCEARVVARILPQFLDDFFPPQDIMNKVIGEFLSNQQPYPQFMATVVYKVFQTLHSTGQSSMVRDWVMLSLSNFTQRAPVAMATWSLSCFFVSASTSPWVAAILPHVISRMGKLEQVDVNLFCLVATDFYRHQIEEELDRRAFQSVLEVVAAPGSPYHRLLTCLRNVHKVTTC
* hit, by the source's call; i = inactive; . = not tested or not shown; & = joins results of further samples. Rule as the data show it: active = inhibition above about 50%; inactive = the rest. Only part of the results is shown, so the mix of outcomes need not match the whole.

Structure	Pf apPOL inh	mHTT CaM bind
O=C(NCc1ccncc1)C1COC2(CCCCC2)N1C(=O)c1cc(F)cc(F)c1 (centres undefined)	-8	-2
Cc1ccc(NS(=O)(=O)c2ccc(Cl)cc2)nc1	2	-3
COc1ccc(CCNC(=O)c2cn(-c3ccc(F)cc3F)c(=O)c3ccccc23)cc1OC	-1	-1
CCN1CCN(C2CCN(C(=O)c3ccc(F)c(Cl)c3)CC2)C1=O	-3	-13
Cc1ccc(S(=O)(=O)N2CCC(C(=O)NC(C)(C)C)CC2)cc1	-5	-6
Cc1ccc(NS(=O)(=O)c2ccc3c(c2)CCN3C(=O)C2CC2)cc1F	7	0
COc1ccc(OC)c(C2SCCN2S(=O)(=O)c2ccccc2)c1 (centres undefined)	11	3
NC(=O)C1CCN(C(=O)C2CN(S(=O)(=O)c3ccccc3)CC23CCCCC3)CC1 (centres undefined)	1	11
Clc1ccc(C2=NN3C(C2)c2ccccc2OC3c2ccco2)cc1 (centres undefined)	-2	87*
Cc1cc(C)cc(N2C=C(C(=O)N3CCCCC3)S(=O)(=O)c3ccccc32)c1	-2	24
O=C(O)c1ccc(Cl)c(N=Cc2cc(Br)cc(Br)c2O)c1	0	5
O=C(c1cc2ccccc2o1)N1CCN=C1SCc1ccc(Br)cc1	2	-5
CCCCOc1ccc(CNC(=O)C2CCN(c3nccc(C)n3)CC2)cc1	-1	-15
N/C(=N\OCc1ccc(F)cc1)c1nonc1N	-5	i
Cn1c2ccccc2c2c(C(=O)NC3CCCCCC3)cn(C3CCCC3)c(=O)c21	0	14
NC(=O)C1(N2CCCCC2)CCN(Cc2nc3ccccc3c(=O)[nH]2)CC1	0	-3
Cc1cccc(Cn2c(=O)n(CCC(=O)NCc3ccccc3)c(=O)c3sccc32)c1	5	-3
CC1=C(C(N)=O)C(c2ccncc2)n2ncnc2N1 (centres undefined)	-1	-8
Cc1ccc(-n2cc(C(=O)O)nn2)cc1F	0	-9
CCN=C(Nc1ccc(C(C)(C)C)cc1)SCC1CC1	1	.
CC1C(=O)N(c2ccccc2F)CCN1C(=O)COc1ccc(Cl)cc1 (centres undefined)	-6	2
Cc1ccc(N2C(=O)CSC2c2ccc([N+](=O)[O-])cc2)cc1F (centres undefined)	-2	11
COc1cccc(/C=C2N=C(/C=C/c3ccc(Cl)cc3)OC/2=O)c1	-4	12
CCOC(=O)C1CCN(S(=O)(=O)CCNC(=O)c2ccccc2)CC1	6	-1
c1cc(CN2CCCC(c3n[nH]c(C4CC4)n3)C2)co1 (centres undefined)	2	-6
CCOC(=O)c1cccc(NC(=O)Cn2nc3c(cc2=O)CCCC3)c1	-6	-5
CCCc1nnsc1C(=O)NC1CC(=O)N(C2CC2)C1 (centres undefined)	-1	-18
COc1ccc(C(C[N+](=O)[O-])Sc2cccc3cccnc23)cc1 (centres undefined)	-4	100*
COc1ccc(-c2c(C(=O)O)c3cc(OC)c(OC)cc3c(=O)n2C)cc1O	-6	-4
Cc1nc2nc(-c3cccs3)[nH]c2cc1Br	-17	2

Some of the entries so far, with two lines to a compound.
Results follow in this order: Pf apPOL inh, mHTT CaM bind
> CC1C(=O)N(c2ccccc2F)CCN1C(=O)COc1ccc(Cl)cc1 (centres undefined)
  -6, 2
> CCCc1nnsc1C(=O)NC1CC(=O)N(C2CC2)C1 (centres undefined)
  -1, -18

Quoted at random: 5 records from the list.
Structure	Pf apPOL inh	mHTT CaM bind
COc1ccc(C(C[N+](=O)[O-])Sc2cccc3cccnc23)cc1 (centres undefined)	-4	100*
CCOC(=O)c1cccc(NC(=O)Cn2nc3c(cc2=O)CCCC3)c1	-6	-5
COc1cccc(/C=C2N=C(/C=C/c3ccc(Cl)cc3)OC/2=O)c1	-4	12
Cc1ccc(N2C(=O)CSC2c2ccc([N+](=O)[O-])cc2)cc1F (centres undefined)	-2	11
c1cc(CN2CCCC(c3n[nH]c(C4CC4)n3)C2)co1 (centres undefined)	2	-6

Next part:
Structure	Pf apPOL inh	mHTT CaM bind
CCOc1cccc2sc(N(CCn3nc(C)cc3C)C(=O)C3CC3)nc12	-9	-7
COc1cccc(-c2nc(C(=O)N3CCCC3)cs2)c1	-4	-1
O=C(Nc1c2c(nn1-c1cccc(Cl)c1)CSC2)c1cccc(Cl)c1	-6	-1
CCOc1ccc(C(=O)Nc2ccc(F)cc2F)cc1[N+](=O)[O-]	0	-4
COc1ccc(C2CC(C(F)(F)F)n3nc(C(=O)Nc4ccccc4C)cc3N2)cc1OC (centres undefined)	-4	16
CSC(=CC(=O)c1sc2scc(C)c2c1C)SC	-8	.
O=C(NCC(c1ccco1)N1CCN(c2ccccc2F)CC1)c1ccc2c(c1)OCO2 (centres undefined)	3	13
O=C(Nc1ccc(C2(C(=O)NCc3cccc(F)c3)CCCCC2)cc1)C1CC1	-4	-14
NS(=O)(=O)c1ccc(NC(=O)CSc2nc3ccccc3s2)cc1	0	6
COc1ccc(N2CC(NC(=O)Nc3ccccc3SC)CC2=O)cc1OC (centres undefined)	-11	-1
CCCCN(C)C(=O)c1cc2c(s1)CCN(C(=O)c1ccc(C)cc1)C2	-7	6
Cc1ccc(NCN2C(=O)S/C(=C\c3cccc(F)c3)C2=O)cc1	1	-2
Cc1cc(C)c2c(N)c(C(=O)Nc3ccccc3F)sc2n1	-6&-7	-12&-3
C=CCNC(=S)N/N=C1/C2CN3CCN(C2)CC1(C)C3	.	i
CC1=C(C(=O)Nc2ccccc2C)C(c2ccccn2)n2nc(SCc3ccccc3)nc2N1 (centres undefined)	-5	1
CCOc1ccc2cc(-c3ccc(OC)cc3)c(=O)oc2c1	-7	-10
Cc1nn(C)c2c(N3CCCC(C(=O)NCc4ccc(F)cc4)C3)nccc12 (centres undefined)	-6	-5
Cc1occc1C(=O)Nc1ccc(F)c(Cl)c1	1	-13
O=C(Nc1ccccc1Cl)c1ccc(C(F)(F)F)cc1	-1	-20
Cc1cccc(/C=C2\N=C(c3ccc(Cl)cc3)OC2=O)c1	-2	0

Exported with values under each structure: part of the list above
Every second line gives: Pf apPOL inh	mHTT CaM bind
> Cc1ccc(NCN2C(=O)S/C(=C\c3cccc(F)c3)C2=O)cc1
→ 1	-2
> Cc1cc(C)c2c(N)c(C(=O)Nc3ccccc3F)sc2n1
→ -6&-7	-12&-3
> C=CCNC(=S)N/N=C1/C2CN3CCN(C2)CC1(C)C3
→ .	i
> CC1=C(C(=O)Nc2ccccc2C)C(c2ccccn2)n2nc(SCc3ccccc3)nc2N1 (centres undefined)
→ -5	1
> CCOc1ccc2cc(-c3ccc(OC)cc3)c(=O)oc2c1
→ -7	-10

Next compounds follow.
Structure	Pf apPOL inh	mHTT CaM bind
COc1ccc(SC[C@H](Cc2ccccc2)N2CC[C@@H](C)CCC2=O)cc1	-2	-2
COc1ccc2oc(-c3ccc(NC(=O)c4cc([N+](=O)[O-])cc([N+](=O)[O-])c4)cc3)nc2c1	-3	23
O=C(NCc1csc(C2CCCN(S(=O)(=O)c3ccc(F)cc3F)C2)n1)C1CC1 (centres undefined)	-9	-11
Cc1ccc2nc(SCc3cn4cc(Cl)ccc4n3)[nH]c2c1	3	17
CCOc1ccccc1-c1nc(-c2ccc(=O)[nH]c2)no1	20	-4
COc1cc(C2C(C#N)=C(N)N(c3cccc(C)c3)C3=C2C(=O)CCC3)cc(OC)c1OC (centres undefined)	4	29
O=c1c2c(nc3cc(-c4ccccc4Cl)[nH]n13)CNCC2	17	10
O=C1OC(c2ccc([N+](=O)[O-])cc2)=N/C1=C\c1ccc([N+](=O)[O-])cc1	2	-1
N#CCn1cnc2c(-c3ccc(Cl)cc3)csc2c1=O	-10	-6
COc1cc(Br)cc(C=Nc2c(C)cccc2O)c1O	3	2
COc1ccccc1CNC(=O)CCC1CCCN(C(=O)Nc2cccc(C)c2)C1 (centres undefined)	-6	10
Cc1cc2c(N3CCC(C(=O)Nc4ccc(Cl)cc4)CC3)nccc2s1	-4	16
O=S1(=O)c2c(NCc3ccco3)cccc2Oc2ccccc2CN1Cc1cn(Cc2cccc(C(F)(F)F)c2)nn1	-5	-11
CC1CCCC2(C1)OCC(C(=O)NC(C)C)N2C(=O)c1cc(F)cc(F)c1 (centres undefined)	1	-6
O=C(CSCC(=O)N1CCCCC1)Nc1nc(-c2ccc(F)cc2)cs1	-10	18
Clc1ccc(C2C=C(c3ccccc3)Nc3ncnn32)cc1 (centres undefined)	-4	5
Cc1cc(C)c2oc(-c3cccc(NC(=O)c4ccc([N+](=O)[O-])o4)c3C)nc2c1	3	9
COCCCNC(=O)c1cnn2c(C)c(Cc3ccccc3F)c(C)nc12	-9	1
CC1Oc2ccccc2C=C1C=CC(=O)c1cccc(O)c1 (centres undefined)	-8	61*
Cc1nn(Cc2ccc(C(=O)Oc3ccc(Cl)cc3)o2)c(C)c1Br	1	.
CC(C)CCNC(=O)C1CCN(c2cncnc2N(C)C)CC1	-5	1
COC(=O)c1c(N)sc2c1CCC(C)C2 (centres undefined)	4	12
COc1ccc2nc(N=C(N)NC(=O)c3ccc(F)cc3)nc(C)c2c1	-3	4
CN(Cc1ccccc1)C1CC(=O)N(c2ccccc2)C1=O (centres undefined)	-2	-5
CCOc1ccccc1N1CCN(Cc2ccc(OC)cc2OC)CC1	6	2
O=C(NCc1ccncc1)c1ccc(Br)cc1	-6	-1
CCC(C)NS(=O)(=O)c1cc(-c2nc(C)cs2)n(C)c1C (centres undefined)	-1	3
O=C1CC(NCCCN2CCOCC2)C(=O)N1c1ccc(N=Nc2ccccc2)cc1 (centres undefined)	0	41
Cc1ccc(-c2csc3c(=O)n(CC(=O)Nc4cc(F)ccc4C)cnc23)cc1	1	-21
COc1ccc(/C(N)=N/OC(=O)c2ccccc2Cl)cc1	-1	i

A few values from the results shown.
In mHTT CaM bind, CCOC(=O)C1CCN(S(=O)(=O)CCNC(=O)c2ccccc2)CC1 shows -1
In mHTT CaM bind, c1cc(CN2CCCC(c3n[nH]c(C4CC4)n3)C2)co1 (centres undefined) shows -6
In mHTT CaM bind, Cc1cc(C)c2oc(-c3cccc(NC(=O)c4ccc([N+](=O)[O-])o4)c3C)nc2c1 shows 9
In Pf apPOL inh, Cc1ccc(NS(=O)(=O)c2ccc(Cl)cc2)nc1 shows 2
In Pf apPOL inh, O=C(NCc1ccncc1)c1ccc(Br)cc1 shows -6

New compounds follow.
Structure	Pf apPOL inh	mHTT CaM bind
C=CCn1c(=O)[nH]c2sc3c(c2c1=O)CC(C)(C)OC3	-2	-1
COc1cc(C(=O)Nc2ccc3oc(-c4cccc(Cl)c4)nc3c2)cc(OC)c1OC	2	6
CC1CCc2nn(CC(=O)NCCc3ccccc3)cc2C1 (centres undefined)	2	-6
N#C/C(=C\c1ccco1)c1nc(-c2ccc(F)cc2)cs1	-1	8
CC(=O)NC(=Cc1ccc(NC(C)=O)cc1)C(=O)O	-4	.
COc1ccc(C(=O)N2CCN(c3cc(-c4ccccc4)[nH]n3)CC2)cc1OC	2	16
Cc1nc(N2CCCCC2)c2c(C)c(C(=O)N(C)C3CCCCC3)sc2n1	1	15
COc1cc(OC)c(-n2cc(-c3ccc4c(c3)OCO4)[nH]c2=O)cc1Cl	17	23
COc1ccc(C2CC(c3ccccc3Cl)=NN2C(=O)CN(C)C(C)=O)cc1 (centres undefined)	-12	96*
CCC(=O)N1CCc2c(c(C(=O)NCc3cccc(C)c3)nn2C)C1	30	26
O=C(O)COc1ccc2c(c1)OC(=Cc1ccc(F)cc1)C2=O	-2	-2
Cc1[nH]nc(N)c1Br	.	-1
O=C(NCc1ccc(F)cc1)c1csc(-c2ccncc2)n1	3	-5
O=C(NCc1cccc(F)c1)N1CCC(n2c(-c3ccco3)nc3cccnc32)C1 (centres undefined)	-4	20
